Assay outcomes as filed in PubChem BioAssay.
TCR-CD3 inh – inhibitors of human TCR-CD3 interaction, primary screen, biochemical, fluorescence, TAMRA-labeled TCR probe. inhibition, % at 9.4 µM. actives 0.37% (n = 360,000). T-cell receptor (TCR); in the data active = inhibition above about 19%;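 note: recombinant mutant TCR 2C K166C tagged with TAMRA read by polarization; 0% = receptor in buffer alone and 100% = receptor with positive control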
PG9 binder – binders of HIV-1 gp120 antibody PG9, primary screen, biochemical, TR-FRET. HIV-1 gp120 / PG9 antibody interaction. TR-FRET gp120-PG9 antibody binding. inhibition, % at 6.7 µM. actives 0.43% (n = 360,000). AID 624416, 2012; in the data active = inhibition above about 8.5%
SIAE primary – human SIAE inhibitors, primary screen, biochemical, fluorescence polarization, FP-Rh probe, 1536-well HTS; Sialate O-acetylesterase (Homo sapiens), Q9HAT2; SIAE FP-Rh probe binding; inhibition, % at 9.66 µM; actives 0.69% (n = 370,000); AID 1053197, 2014;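 active = inhibition above a cutoff: mean of compounds within the control limits plus 3 SD of those, cut at about 17% in these data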;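 note: 0% = plate median of compound wells and 100% = probe without SIAE protein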
rCAG binder – binders of r(CAG) RNA repeats, primary screen, biochemical, fluorescence. r(CAG) RNA repeat, TO-PRO-1 dye displacement fluorescence. inhibition, % at 3 µM. actives 1.3% (n = 370,000);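 active = inhibition above the plate cutoff, the mean of all test compounds on that plate plus 3 SD, cut at about 35% in these data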;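 note: 0% = DMSO alone and 100% = 100 µM mitoxantrone as full dye displacement; higher means more dye released from RNA so lower well fluorescence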
NR1D1 modulator – modulators of Rev-erb alpha DNA binding, primary screen, biochemical, FITC-DNA, fluorescence polarization, uHTS | Rev-erbα–FITC-DNA binding, 90 min | activity, % at 10 µM | actives 0.79% (n = 370,000) | AID 1259318, 2017;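 active = activity above about 14%, limit read from the data; passing the limit was not always enough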;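 note: 0% = DMSO wells with 35 nM protein and 100% = DMSO wells with 750 nM protein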
Target sequence (P20393 whole entry, looked up): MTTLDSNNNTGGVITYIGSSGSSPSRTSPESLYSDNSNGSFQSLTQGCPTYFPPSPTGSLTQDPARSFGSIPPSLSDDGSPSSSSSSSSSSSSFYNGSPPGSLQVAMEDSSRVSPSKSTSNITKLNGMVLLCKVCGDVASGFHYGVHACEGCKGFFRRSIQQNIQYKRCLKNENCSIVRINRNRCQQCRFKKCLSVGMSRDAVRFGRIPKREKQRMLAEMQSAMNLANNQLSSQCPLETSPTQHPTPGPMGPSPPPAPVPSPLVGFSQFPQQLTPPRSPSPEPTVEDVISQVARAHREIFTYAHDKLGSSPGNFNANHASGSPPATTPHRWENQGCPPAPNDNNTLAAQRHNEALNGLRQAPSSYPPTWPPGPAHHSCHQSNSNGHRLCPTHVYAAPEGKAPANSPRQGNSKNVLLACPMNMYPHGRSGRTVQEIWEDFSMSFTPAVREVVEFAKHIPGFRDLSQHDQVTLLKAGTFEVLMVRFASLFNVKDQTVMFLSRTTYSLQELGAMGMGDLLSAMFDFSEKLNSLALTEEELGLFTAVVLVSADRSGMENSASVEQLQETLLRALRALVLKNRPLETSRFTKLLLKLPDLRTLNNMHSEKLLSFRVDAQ
ABHD4 inh – ABHD4 inhibitors, primary screen, biochemical, fluorescence polarization, mouse; purified mABHD4, FP-Rh probe fluorescence polarization; actives 0.54% (n = 370,000); (Lyso)-N-acylphosphatidylethanolamine lipase (Mus musculus), Q8VD66; inhibition, % at 8.92 µM;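 active = inhibition exceeding the mean over every tested compound plus 3 SD, cut at about 30% in these data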;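 note: 0% = plate median of compound wells and 100% = S159A mutant with DMSO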
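Assay system: mABHD4 protein; medium: HEPES pH 7.0, NaCl, Pluronic buffer; dosing: 8.92 µM, single dose; schedule: 45 min + 60 min at 25 °C; signal: FP readout, ex 525 nm / em 598 nm; read-out: normalized percent inhibition of probe labeling; repeats: single replicate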
PRMT1 FP inh – PRMT1 methyltransferase inhibitors, primary screen, biochemical, fluorescence polarization; inhibition, % at 2.79 µM; AID 652257, 2013; Protein arginine N-methyltransferase 1 (Homo sapiens), Q99873; actives 1.3% (n = 370,000); recombinant PRMT1, activity-based probe fluorescence polarization;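 active = inhibition above about 21% made by adding two undisclosed values, limit read from the data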
LEDGF integ inh – blockers of LEDGF/p75-dependent integrase strand transfer – biochemical, TR-FRET, high throughput, primary screen. HIV-1 integrase (with human LEDGF/p75). TR-FRET IN-LEDGF/p75 DNA integration, Eu/Cy5. inhibition, % at 3.7 µM. AID 743269, 2014. actives 0.64% (n = 370,000);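 active = inhibition above the screen-wide mean plus 3 SD, cut at about 13% in these data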;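 note: signal is the Cy5 over europium emission ratio at 671 and 618 nm; 0% = plate median of compound wells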
HTRA1 inh – HTRA1 serine protease inhibitors, primary screen, biochemical, fluorescence polarization, HTS; recombinant HTRA1, FP-rhodamine activity-based probe; inhibition, % at 5.96 µM; actives 0.5% (n = 340,000); in the data active = inhibition above about 36%;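 note: 0% = enzyme with DMSO and 100% = wells lacking enzyme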
TDP2 absorb – human TDP2 enzyme inhibitors, primary screen, biochemical, epi absorbance, recombinant enzyme | Tyrosyl-DNA phosphodiesterase 2 (Homo sapiens), O95551 | T5PNP hydrolysis, p-nitrophenol absorbance 415 nm | inhibition, % at 12.8 µM | actives 0.34% (n = 370,000);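 active = inhibition above the mean of all tested compounds plus 3 SD, set per campaign, cut at about 25% in these data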;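 note: 0% = DMSO with enzyme and 100% = buffer with substrate but no TDP2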
Target sequence (O95551 whole entry, looked up): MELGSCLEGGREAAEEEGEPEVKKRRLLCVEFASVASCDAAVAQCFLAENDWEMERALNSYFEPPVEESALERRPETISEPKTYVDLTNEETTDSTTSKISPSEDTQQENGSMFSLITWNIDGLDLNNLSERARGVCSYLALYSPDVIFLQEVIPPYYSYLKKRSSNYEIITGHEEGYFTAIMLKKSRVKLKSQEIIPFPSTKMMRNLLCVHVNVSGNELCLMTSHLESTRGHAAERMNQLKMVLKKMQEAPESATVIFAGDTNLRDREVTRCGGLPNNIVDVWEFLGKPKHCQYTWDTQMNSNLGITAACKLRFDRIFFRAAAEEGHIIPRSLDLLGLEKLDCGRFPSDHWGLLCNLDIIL
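test system = human TDP2 enzyme | input = TDP2 enzyme at 120 nM final | medium = 50 mM Tris-HCl pH 7.5 with Mg2+, KCl, DTT, BSA | also added = T5PNP substrate, 5 mM | times = 2 h at 37 °C | technique = epi absorbance | benchmarks = high control without enzyme, low control DMSO plus TDP2 | replication = each compound tested once, singlicate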
Starred values were filed as active, the others as inactive; x = not tested or not shown; & = joins results of further samples. The list is partial. The share of hits here may be higher or lower than overall.

No.	Structure	TCR-CD3 inh	PG9 binder	SIAE primary	rCAG binder	NR1D1 modulator
1	Cc1cc2c(cc1C)N(Cc1ccccc1)C1=NCCCN12	-2	-4.2	4	11	2
2	CC(C)(NO)/C(=N\O)c1ccccc1	7	-1.1	-4	0	0
3	Cc1cc(NC(=O)CCSc2nc(-c3ccco3)cc(C(F)(F)F)n2)n(-c2ccccc2)n1	5	-0.2	-8	10	4
4	CCN1C(=O)C2(C(C#N)=C(N)Oc3cc(C)oc(=O)c32)c2ccccc21 (configuration not stated)	-3	0.0	12	0	2
5	CN(C(=O)COC(=O)c1ccc(C#N)cc1)c1ccccc1	-2	-1.4	-6	-6	-1
6	CC(/C=N/n1c(-c2ccc(C)cc2)n[nH]c1=S)=C\c1ccco1	0	0.5	10	28	2
7	CC1=C(C(=O)N(C)C)CC(CC(=O)NCCN2CCOCC2)C(=O)N1Cc1ccccc1 (configuration not stated)	-1	1.1	-5	2	-6
8	CN(C)c1ccc(S(=O)(=O)N2CCCCC2)cc1NC(=O)CCNC(=O)c1ccc(Cl)cc1	2	0.8	-7	-1	1
9	Cc1cccn2c(=O)c3cc(C(=O)NCc4ccco4)c(=N)n(C4CCCC4)c3nc12	0	0.2	0	7	-30
10	O=C1CC(N2CCN(c3ccc(Cl)cc3)CC2)C(=O)N1c1ccc(F)cc1 (configuration not stated)	-4	0.0	3	2	-2
11	CCN(C(=O)Cn1c(=O)oc2cc(S(=O)(=O)N3CCOCC3)ccc21)c1ccccc1	6	-0.2	5	-4	-9
12	O=C(COc1nncc2ccccc12)NCC(F)(F)F	-1	2.1	-2	1	-1

No.	ABHD4 inh	PRMT1 FP inh	LEDGF integ inh	HTRA1 inh	TDP2 absorb
1	0	-4	-1	-2	-11
2	8	2	3	4	5
3	-9	1	-2	-17	4
4	5	-1	2	1	7
5	-6	-1	3	-3	-10
6	0	18	5	-7	-3
7	11	-2	-2	2	6
8	1	-4	3	-8	-12
9	7	7	-1	-2	-8
10	-1	3	-7	-3	-2
11	3	-4	1	9	12
12	-9	5	-5	5	-11

Next entries.
No.	Structure	TCR-CD3 inh	PG9 binder	SIAE primary	rCAG binder	NR1D1 modulator
13	COc1ccc(OC)c(C2Nc3nc4ccccc4n3C(C)=C2C(=O)Nc2ccc(C)cc2C)c1 (configuration not stated)	3	-2.0	9	4	2
14	O=C(c1cnn2c(C(F)F)cc(-c3ccccc3)nc12)N1CCOCC1	-3	-0.2	-5	-1	-3
15	CC(C)(C)N(Cc1ccccc1)C(=O)COC(=O)C1CCCCC1	4	2.1	3	5	10
16	O=C(NCc1ccc(F)cc1)c1ccc(S(=O)(=O)N2CCCCC2)cc1	2	0.8	3	2	-6
17	O=c1oc2c(CN3CCOCC3)c(O)ccc2c2c1CCC2	-3	0.2	0	0	-3
18	Cc1ccc(Nc2c(N)c(=O)oc3ccccc23)cc1	-6	-1.9	-3	0	5
19	CCN1CCN(C(=O)NCc2ccccc2)CC1	7	1.9	-6	-1	5
20	Cc1nc(CS(=O)c2ccc(Cl)cc2)cc(NCc2ccc(Cl)cc2Cl)n1 (configuration not stated)	5	-0.9	2	-12	3
21	FC(F)(F)c1nc(Oc2ccccc2)c2ccccc2n1	7	0.1	1	3	3
22	CCOCCOC(=O)c1[nH]c2c(c1C)C(=O)CC(c1ccc(OC)c(OC)c1)C2 (configuration not stated)	-4	-2.3	-7	0	-4
23	COc1ccc(-c2cnc3c(c2)CCC3(C#N)C#N)cc1	-2	0.2	2	-1	2
24	NC(=O)CN1C(=O)C(=O)N(Cc2ccc(F)cc2)C1=O	-2	-2.4	-6	0	1

No.	ABHD4 inh	PRMT1 FP inh	LEDGF integ inh	HTRA1 inh	TDP2 absorb
13	5	0	-4	-5	-2
14	7	1	-2	-7	-11
15	-1	6	-4	-10	-11
16	6	0	-3	-3	-4
17	-6	-3	3	2	-15
18	0	3	0	-11	0
19	5	-4	2	-2	-9
20	-2	-4	-1	-10	-6
21	6	1	-1	-3	1
22	-8	2	-6	-9	-12
23	10	1	-3	-9	1
24	-6	-4	2	-1	-23

Remaining list, next part:
No.	Structure	TCR-CD3 inh	PG9 binder	SIAE primary	rCAG binder	NR1D1 modulator
25	O=C(O)c1cc(Cl)c(Cl)cc1C(=O)Nc1cccc2ncccc12	4	-1.8	4	0	3
26	CCc1ccc(C(=O)NC(=S)NCc2cccnc2)cc1	1	-1.4	8	-7	2
27	CCOC(=O)c1sc(NC(=O)CCc2ccccc2)nc1C	0	-2.1	-2	4	4
28	CCOC(=O)[C@@]12CCCC=C1N(CCc1ccc(Cl)cc1)C(=O)[C@H]2CC(=O)NCc1cccc2ccccc12	x	x	3	8	2
29	C=CCNC(=O)c1cc2c(=O)c3ccccc3oc2nc1C	-22	-2.8	-5	5	-1
30	CCN(c1ccccc1)S(=O)(=O)c1ccc(OC)c(NC(=O)Cc2ccccc2OC)c1	0	1.2	-6	3	9
31	C=CCn1c(SC)nnc1-c1cccc([N+](=O)[O-])c1	3	0.3	4	2	0
32	C=CC[C@@H](CC(=O)N(CCO)Cc1ccccc1)C(=O)N[C@H](COC(=O)[C@H](CC=C)CC(=O)OC(C)(C)C)Cc1c[nH]c2ccccc12	-5	-0.5	-1	3	-3
33	COC(=O)c1ccc(-c2csc(NC(=O)c3c(C)noc3C)n2)cc1	-6	0.7	-3	2	7
34	CC(=O)N[C@@H](CS)C(=O)O	9	-0.8	5	1	-3&-7
35	Cc1ccc(N2C(=O)c3ccccc3C2(O)c2ccccc2)cc1 (configuration not stated)	-1	-1.3	-2	1	-1
36	CCOC(=O)C1CCN(CCC(=O)Nc2ccccc2Cl)CC1	0	-0.8	4	0	3

No.	ABHD4 inh	PRMT1 FP inh	LEDGF integ inh	HTRA1 inh	TDP2 absorb
25	0	2	-2	1	-2
26	-8	2	-3	4	-6
27	4	3	-2	-3	-3
28	-2	-5	6	x	1
29	-5	-2	3	-6	-7
30	-3	-5	-1	-29	-13
31	5	1	2	-1	0
32	-12	6	-2	-30	1
33	-6	0	2	-8	-4
34	-3	2	-1	2	4
35	-2	0	-2	11	-3
36	-6	0	2	-1	-4

Exported with one line to a screen: 5 of the compounds above
29) C=CCNC(=O)c1cc2c(=O)c3ccccc3oc2nc1C
30) CCN(c1ccccc1)S(=O)(=O)c1ccc(OC)c(NC(=O)Cc2ccccc2OC)c1
31) C=CCn1c(SC)nnc1-c1cccc([N+](=O)[O-])c1
32) C=CC[C@@H](CC(=O)N(CCO)Cc1ccccc1)C(=O)N[C@H](COC(=O)[C@H](CC=C)CC(=O)OC(C)(C)C)Cc1c[nH]c2ccccc12
33) COC(=O)c1ccc(-c2csc(NC(=O)c3c(C)noc3C)n2)cc1

assay / entry,29,30,31,32,33
TCR-CD3 inh,-22,0,3,-5,-6
PG9 binder,-2.8,1.2,0.3,-0.5,0.7
SIAE primary,-5,-6,4,-1,-3
rCAG binder,5,3,2,3,2
NR1D1 modulator,-1,9,0,-3,7
ABHD4 inh,-5,-3,5,-12,-6
PRMT1 FP inh,-2,-5,1,6,0
LEDGF integ inh,3,-1,2,-2,2
HTRA1 inh,-6,-29,-1,-30,-8
TDP2 absorb,-7,-13,0,1,-4

Additional results follow:
No.	Structure	TCR-CD3 inh	PG9 binder	SIAE primary	rCAG binder	NR1D1 modulator
37	O=C(Nc1ccc(Br)cc1)c1cccc(NC(=O)C2C3CC4OC(=O)C2C4C3)c1 (configuration not stated)	3	-0.1	-25	16	-1
38	CCOc1cccc(CN2CCCC(C(=O)Nc3cccc(-n4cccn4)c3)C2)c1 (configuration not stated)	-4	-2.2	0	-9	7
39	CCCSc1nnc(CNC(=O)C23CC4CC(CC(C4)C2)C3)n1Cc1ccccc1	6	1.6	1	1	0
40	CC(=O)NC(NC(=S)Nc1c(C)n(C)n(-c2ccccc2)c1=O)C(Cl)(Cl)Cl (configuration not stated)	-11	0.0	1	0	3
41	CC(C)CC(=O)NC(=S)NNC(=O)c1cccc([N+](=O)[O-])c1	-5	-2.8	-5	4	-2
42	CCc1ccc(C2c3[nH]c4ccccc4c3CCN2C(=O)c2cc[n+]([O-])cc2)cc1 (configuration not stated)	10	-3.4	-4	-6	3
43	CCOc1ccc2nc(SCC(=O)NNC(=O)c3ccco3)c(C)cc2c1	4	-0.7	1	2	2
44	COC(=O)c1ccc(COC(=O)c2cccn2C)o1	-4	0.4	-1	-2	7

No.	ABHD4 inh	PRMT1 FP inh	LEDGF integ inh	HTRA1 inh	TDP2 absorb
37	-15	0	-3	-29	-4
38	3	1	-3	-13	-2
39	4	-2	2	-10	-6
40	-4	0	1	7	5
41	-1	4	-5	-1	-19
42	8	-1	2	-2	-14
43	-4	-1	0	1	15
44	2	-4	5	2	-1

Part of the list above in another layout:
# | Structure | TCR-CD3 inh | PG9 binder | SIAE primary | rCAG binder | NR1D1 modulator | ABHD4 inh | PRMT1 FP inh | LEDGF integ inh | HTRA1 inh | TDP2 absorb
38 | CCOc1cccc(CN2CCCC(C(=O)Nc3cccc(-n4cccn4)c3)C2)c1 (configuration not stated) | -4 | -2.2 | 0 | -9 | 7 | 3 | 1 | -3 | -13 | -2
39 | CCCSc1nnc(CNC(=O)C23CC4CC(CC(C4)C2)C3)n1Cc1ccccc1 | 6 | 1.6 | 1 | 1 | 0 | 4 | -2 | 2 | -10 | -6
